POLK inh: qHTS for Inhibitors of Polymerase Kappa; actives 0.53% (n = 400,000); purified Pol kappa, fluorescent DNA synthesis assay, 10 min; DNA polymerase kappa (Homo sapiens), Q9UBT6; Potency, µM (top dose mostly 107 µM), inactives show top-dose activity, negative = inhibition, usual class: inhibitors; note: potency is the fitted concentration of half-maximal effect; % is set by controls: 0 for no effect and ±100 for the full control effect
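Activity was followed as the change in fluorescence between reads at 0 and 10 min after starting the reaction with 50 nM substrate. Beforehand, 10 nM polymerase had been preincubated with compound for 15 min at room temperature.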
Pol iota inh: qHTS for Inhibitors of Polymerase Iota; AID 588590, 2011; Potency, µM (titrated, usually from 115 µM), inactives show at the highest dose activity, negative = inhibition, most hits filed as inhibitors; Pol iota fluorescent replication assay, 10 min; actives 1% (n = 390,000); note: potency is the fitted concentration of half-maximal effect
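Pol iota at 10 nM preincubated 15 min with compounds at room temperature; reaction started with fluorescent substrate, 50 nM final. Fluorescence read kinetically at 0 and 10 min; buffer-only wells as negative control.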
APE1 inh: qHTS Assay for Inhibitors of the Human Apurinic/apyrimidinic Endonuclease 1 (APE1); recombinant APE1, TAMRA/BHQ-2 abasic DNA cleavage fluorescence; Potency, µM (highest dose often 65.8 µM), inactives show at the top dose activity change, negative = inhibition, most hits filed as inhibitors; actives 0.35% (n = 350,000); AID 2517, 2012;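 note: potency is the fitted concentration of half-maximal effect; plate controls were vehicle for no effect and reference inhibitor for full effect; nearly all actives have a fitted effect of over 55% in size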
Target sequence (P27695 whole entry, looked up): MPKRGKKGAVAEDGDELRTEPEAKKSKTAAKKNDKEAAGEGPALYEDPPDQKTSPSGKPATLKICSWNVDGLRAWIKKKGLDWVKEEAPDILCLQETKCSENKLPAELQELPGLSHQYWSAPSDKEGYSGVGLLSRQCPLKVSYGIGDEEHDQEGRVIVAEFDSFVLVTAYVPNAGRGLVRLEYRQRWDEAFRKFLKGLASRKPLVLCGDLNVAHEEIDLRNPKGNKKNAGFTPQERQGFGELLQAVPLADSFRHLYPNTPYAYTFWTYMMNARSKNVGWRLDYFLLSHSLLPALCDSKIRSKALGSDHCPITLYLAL
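Measures dequenching upon AP-site incision of a 5'-TAMRA/3'-BHQ-2 THF-containing duplex, 50 nM; human APE1 0.75 nM after 15 min room-temperature exposure to compound; kinetic three-point read at one-minute spacing.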
ERG Ets-DNA blk: qHTS for Small Molecule Inhibitors of the ERG Ets/DNA interaction; fluorescence polarization, His-ERG Ets domain / labelled DNA; Transcriptional regulator ERG (Homo sapiens), P11308; Potency, µM (top dose mostly 76.9 µM), without a hit: at the top dose FP activity, negative = inhibition, hits mostly inhibitors; actives 0.028% (n = 370,000); active = well fitted inhibition curve with a large enough effect in the polarisation, with a control signal flat; inconclusive = small, poorly fitted or top-dose-only effect, or effect the other way, or a change in a side signal; inactive = no such curve, though single readings can be large or run the other way; the % refers to the polarisation;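 note: polarization taken with two DNA probes labelled with fluorescein and Texas red; potency is the fitted concentration of half-maximal effect; % of control where 0% means no effect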
Target sequence (P11308 whole entry, looked up, the tested form may be a part): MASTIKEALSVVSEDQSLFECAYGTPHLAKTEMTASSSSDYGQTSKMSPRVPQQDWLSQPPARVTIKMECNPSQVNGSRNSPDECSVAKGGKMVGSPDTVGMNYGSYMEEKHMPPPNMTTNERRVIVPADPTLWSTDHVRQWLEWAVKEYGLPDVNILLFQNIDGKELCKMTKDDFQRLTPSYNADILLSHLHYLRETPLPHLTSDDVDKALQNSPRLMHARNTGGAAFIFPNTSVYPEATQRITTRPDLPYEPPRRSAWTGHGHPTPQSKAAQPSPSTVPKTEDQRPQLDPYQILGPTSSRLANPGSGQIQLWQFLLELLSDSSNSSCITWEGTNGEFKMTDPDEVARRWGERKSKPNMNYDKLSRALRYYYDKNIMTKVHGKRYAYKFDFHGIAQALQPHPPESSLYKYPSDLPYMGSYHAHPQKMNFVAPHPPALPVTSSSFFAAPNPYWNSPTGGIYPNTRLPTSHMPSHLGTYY
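His-tagged ERG Ets domain (1 uM in the protein solution; 300mM KCl, 50mM Tris-HCl, 1mM EDTA, 1mM DTT, pH 7.5) received compound, then a probe mix of 5 nM fluorescein-DNA and 100nM Texas-615-DNA. Fluorescence polarization was read for both dyes.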
12-LOX inh: Primary qHTS assay for inhibitors of human arachidonate 12S-lipoxygenase (ALOX12): Round 2. purified 12hLO, xylenol orange hydroperoxide absorbance. Potency, µM (highest dose often 108 µM), without a hit: at the top dose activity change, negative = inhibition, actives largely listed as inhibitors. actives 1.1% (n = 580,000). AID 1671190, 2021; note: potency is the fitted concentration of half-maximal effect; % is set by controls: 0 for no effect and ±100 for the full control effect
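Hydroperoxide product was detected by ferrous iron/xylenol orange as the 573 to 405 nm absorbance ratio. Arachidonic acid at 40 uM (final) was turned over for 30 min at room temperature by 150 nM human 12hLO, pH 7.0 Hepes buffer, after 15 min compound preincubation.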
Apoferritin bind: qHTS Assay for Identification of Novel General Anesthetics | Ferritin light chain (Equus caballus), P02791 | apoferritin/1-aminoanthracene competitive binding, fluorescence | Potency, µM (doses to about 77.5 µM), without a hit: at the highest dose activity change, negative = displacement, hits mostly inhibitors | actives 0.074% (n = 350,000) | AID 485281, 2010; note: potency is the fitted concentration of half-maximal effect; % is set by controls: 0 for no effect and ±100 for the full control effect; nearly all actives have a fitted effect of over 20% in size
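Steps: apoferritin (10 uM) was premixed with half-saturated 1-AMA in PBS, compounds were pin-transferred, plates stood 10 min at room temperature, fluorescence was read at 380/535 nm, and curves were fitted with a Hill equation.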
BLM inh: qHTS Assay for Inhibitors of Bloom's syndrome helicase (BLM); actives 0.2% (n = 350,000); recombinant BLM DNA unwinding, fluorescence dequenching; RecQ-like DNA helicase BLM (Homo sapiens), P54132; Potency, µM (doses to about 56.1 µM), without a hit: at the highest dose activity change, negative = inhibition, most hits filed as inhibitors;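 note: potency is the fitted concentration of half-maximal effect; plate controls were vehicle for no effect and no enzyme for full effect; nearly all actives have a fitted effect of over 35% in size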
TRHR ag: qHTS for Small Molecule Agonists and Allosteric Enhancers of Human TRH Receptor: Primary Screen for Agonists. TRHR cells, calcium flux fluo-8, FDSS agonist mode. Thyrotropin-releasing hormone receptor (Homo sapiens), P34981. actives 0.18% (n = 360,000). activation, % at 2 µM; in the data active = activation above about 30%; note: 0% is about no effect
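TRHR-expressing cells, plated overnight in medium with 10% serum, were loaded with fluo-8 calcium dye at room temperature. After a 10 s baseline, library compound was pin-added and calcium release was recorded kinetically (ex 480/em 530) as agonist response.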
POLB inh: qHTS Assay for Inhibitors of DNA Polymerase Beta | Pol beta primer extension/strand displacement, fluorescence kinetic | Potency, µM (top dose mostly 114 µM), without a hit: top-dose activity change, negative = inhibition, actives largely listed as inhibitors | actives 1.3% (n = 340,000) | AID 485314, 2010; note: potency is the fitted concentration of half-maximal effect; % is set by controls: 0 for no effect and ±100 for the full control effect
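Curves were derived by four-parameter Hill fits of normalized qHTS data. The kinetic fluorescent primer-extension read was taken at 0 and 10 min after 50 nM substrate, following a 15 min room-temperature preincubation of 10 nM enzyme with compounds.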
Active calls of the source: *; ? = inconclusive; nt = no result given; [ ] = dose if it differs, or a comment. Unless noted, calls come from the whole dose curve; as a rule, active = well fitted curve in the direction sought with a large enough effect; inconclusive = small, poorly fitted or top-dose-only effect, or another doubt; inactive = no such curve, though single readings can be large; an effect the other way counts as inactive or inconclusive. Only part of the results is shown, so the mix of outcomes need not match the whole.

canonical_smiles,POLK inh,Pol iota inh,APE1 inh,ERG Ets-DNA blk,12-LOX inh,Apoferritin bind,BLM inh,TRHR ag,POLB inh
Cc1ccc(-c2noc(CSc3nnc(CCc4ccccc4)n3-c3ccccc3)n2)cc1,-9%,26%,0%,-1%,-15%,53%[activator],-8%,2.6,?
COc1cccc(C(=O)C2CCCN(Cc3cccc(-n4nc(C)cc4C)c3)C2)c1 (stereo not given),-22%,-5%,-3%,25%,-12%,-13%,-5%,-0.1,6%
CCN1CCN(S(=O)(=O)c2ccc(OC)c(NC(=O)c3ccccc3)c2)CC1,-2%,15%,21%,3%,?,-4%,0%,-0.4,3%
CC(C)[C@H](NC(=O)Nc1ccc(S(N)(=O)=O)cc1)C(=O)O,-7%,8%,1%,5%,-8%,-9%,1%,0.6,6%
N/C(=N\OC(=O)c1ccc2ccccc2c1)c1cccc([N+](=O)[O-])c1,-9%,3%,1%,3%,0%,6%,-3%,-0.9,-9%
O=C(NC1CCCCC1)c1cc(-c2ccc(Cl)cc2)on1,-3%,45%[activator],19%,-4%,32%[activator],-2%,-2%,0.1,22%
CN1C(=O)C(CC#N)(C2(CC#N)C(=O)N(C)c3ccccc32)c2ccccc21 (stereo not given),-7%,-15%,nt,-3%,3%,nt,nt,nt,nt
O=C(Nn1c(=O)[nH]c2ccccc2c1=O)c1ccco1,3%,18%,1%,-4%,?,-10%,1%,-0.1,3%
O=C(NC1CCCCCC1)C1c2ccccc2C(=O)N1C1CC1 (stereo not given),-6%,2%[58.9 µM],-2%,-1%,2%,-6%,-1%,0.2,12%
O=C(O)c1ccc(N2CCCCC2)cc1,6%,1%,11%,-6%,0%,6%,-1%,0.3,2%

A draw from above in order of count of non-hydrogen atoms, low to high.
canonical_smiles,POLK inh,Pol iota inh,APE1 inh,ERG Ets-DNA blk,12-LOX inh,Apoferritin bind,BLM inh,TRHR ag,POLB inh
O=C(O)c1ccc(N2CCCCC2)cc1,6%,1%,11%,-6%,0%,6%,-1%,0.3,2%
O=C(NC1CCCCCC1)C1c2ccccc2C(=O)N1C1CC1 (stereo not given),-6%,2%[58.9 µM],-2%,-1%,2%,-6%,-1%,0.2,12%
N/C(=N\OC(=O)c1ccc2ccccc2c1)c1cccc([N+](=O)[O-])c1,-9%,3%,1%,3%,0%,6%,-3%,-0.9,-9%

Single records (already shown).
O=C(NC1CCCCC1)c1cc(-c2ccc(Cl)cc2)on1 is listed with POLK inh: -3%; Pol iota inh: 45%[activator]; APE1 inh: 19%; ERG Ets-DNA blk: -4%; 12-LOX inh: 32%[activator]; Apoferritin bind: -2%; BLM inh: -2%; TRHR ag: 0.1; POLB inh: 22%
CCN1CCN(S(=O)(=O)c2ccc(OC)c(NC(=O)c3ccccc3)c2)CC1 is listed with POLK inh: -2%; Pol iota inh: 15%; APE1 inh: 21%; ERG Ets-DNA blk: 3%; 12-LOX inh: ?; Apoferritin bind: -4%; BLM inh: 0%; TRHR ag: -0.4; POLB inh: 3%

Going on with the list.
canonical_smiles,POLK inh,Pol iota inh,APE1 inh,ERG Ets-DNA blk,12-LOX inh,Apoferritin bind,BLM inh,TRHR ag,POLB inh
Cc1ccc2c(c1)N(C(=O)N1CCC(C(=O)NC3CCCCCC3)CC1)CCO2,-11%,24%,nt,-5%,-11%,-14%,-2%,0.2,-1%
Cc1c(C(=O)NCC2COc3ccccc3O2)oc2ccc(S(=O)(=O)N3CC(C)CC(C)C3)cc12 (stereo not given),-14%,-2%,?,nt,22%,0%,6%,0.7,0%
Cc1cccc(C(=O)Nc2nc(-c3ccc(Br)cc3)ns2)c1,-6%,6%,nt,11%,-22%,-10%,-3%,0.3,-2%
O=C(CCNS(=O)(=O)c1ccc(Cl)cc1)N1CCN(c2ncccn2)CC1,-4%,28%,9%,-5%,12%,nt,nt,0.2,nt
CCOC(=O)N1CCN(C(=O)C2CCN(c3nnc(-n4cccc4)s3)CC2)CC1,4%,?,32%,-1%,9%[57.4 µM],-21%,-2%,0.1,-30%
N#CCC(=O)c1sccc1-n1cccc1,79µM*,?,?,47%[activator],?,-14%,-9%,0.9,-17%
O=C(CSc1nnc(Nc2ccccc2)s1)Nc1cccc(S(=O)(=O)N2CCCCC2)c1,-6%,12%,7%,1%,0%,-3%,-5%,0.0,4%
Cc1sc2ncn(CC(=O)N3CCN(c4cccc(Cl)c4)CC3)c(=O)c2c1S(=O)(=O)N1CCC(C)CC1,5%,17%,nt,-6%,-20%,-8%,-6%,1.0,-12%
CCn1c(Cc2ccc(OC)cc2)nnc1SCC(=O)N1CCN(c2ccccc2)CC1,-14%,5%,0%,-2%,?,-12%,0%,-1.4,-2%
C#CCOCCOCCOCCNc1nc(N2CCOCC2)nc(N2CCN(C(=O)[C@H](Cc3cc4ccccc4[nH]3)n3cc([C@@H](N)CC(C)C)nn3)CC2)n1,-2%,-1%,-5%,-4%,nt,-3%,-10%,0.2,-1%
CSc1ccc(N=Nc2c(C)[nH]n(C)c2=O)cc1,-12%,51%[activator],-1%,2%,?,-21%,-5%,-1.1,-16%
